KOR beta-arrestin-1 = KOR antagonists, beta-arrestin recruitment, cell-based, luminescence, uHTS (AID 1778); hit rate 0.091% among 290,000; KOR beta-arrestin recruitment, luminescence, antagonist mode; higher % means a stronger effect; Kappa-type opioid receptor (Homo sapiens); inhibition, % at 10 µM, or IC50 in µM where a hit was titrated; also: strong numbers were not always called active
Yfh1-depleted yeast = enhancers of respiration in Yfh1-depleted yeast, dose response, Friedreich's ataxia, plus single-dose screen (AID 1465) | S. cerevisiae Yfh1-off respiration, WST-1 reduction, 72 h; higher fold induction means a stronger effect | fold induction at 50 µM; hits with a dose series show EC50 in µM | hit rate 0.074% among 220,000;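 active = fold induction of absorbance versus untreated yeast above a set limit, then at least 30% activation at any dose in follow-up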;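 also: activators that raise dye reduction in frataxin-depleted yeast; strong numbers were not always called active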
AID2073 = inhibitors of Mint1-CaV2.2 protein interaction, biochemical, HTRF (AID 2073). HTRF protein-protein interaction, Mint1-CaV2.2; higher % means a stronger effect. Voltage-dependent N-type calcium channel subunit alpha-1B (Homo sapiens). hit rate 0.19% among 290,000. inhibition, % at 20 µM, or IC50 in µM where a hit was titrated; in the data active = inhibition mostly above about 51%, no sharp cut-off; also: some results filed as inactive read as strong as hits
NOD1 NF-kB reporter = NOD1 signaling inhibitors, primary screen, cell-based, luminescence, uHTS (AID 1578); NOD1-driven NF-kB luciferase reporter cells, luminescence; higher % means a stronger effect; inhibition, % at 4 µM; hits with a dose series show EC50 in µM; hit rate 1% among 290,000; in the data active = inhibition mostly above about 36%, no sharp cut-off; inactive = mostly below about 34%;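 also: HEK-293T reporter cells stimulated with the NOD1 agonist gamma-tri-DAP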
HIV peptide binding = inhibitors of HIV fusion peptide binding, primary screen, biochemical, uHTS, fluorescence dequenching (AID 1986); cell-free peptide binding, fluorescence dequenching, 30 min; higher % means a stronger effect; one-dose inhibition, % at 20 µM; IC50 in µM for titrated hits; hit rate 0.3% among 290,000; in the data active = inhibition mostly above about 52%, no sharp cut-off; inactive = mostly below about 76%; also: some results filed as inactive read as strong as hits
KOR beta-arrestin-2 = KOR agonists, beta-arrestin recruitment, primary screen, cell-based, luminescence, uHTS (AID 1777); activation, % at 10 µM; hits with a dose series show EC50 in µM; KOR beta-arrestin recruitment, luminescence; higher % means a stronger effect; Kappa-type opioid receptor (Homo sapiens); hit rate 0.02% among 280,000; in the data active = activation above about 50%, passing the limit was not always enough; also: a part of the inactive calls stands beside numbers as strong as those of hits
HEK293 NOD2/NF-kB = NOD2 signaling inhibitors, cell-based, luminescence, uHTS, HEK293 (AID 1566); hit rate 0.63% among 290,000; HEK293 NOD2/NF-kB luciferase reporter, luminescence; higher % means a stronger effect; inhibition, % at 4 µM; hits with a dose series show EC50 in µM; also: many of its hits are not listed in these tables
NS5 inhibitors = Dengue-2 NS5 methyltransferase inhibitors, primary screen, biochemical, confirmation dose response (AID 588689). inhibition, % at 25 µM; hits with a dose series show IC50 in µM. Genome polyprotein (Dengue virus type 2 (strain 16681-PDK53)). hit rate 0.3% among 340,000. Dengue-2 NS5 methyltransferase capping enzyme assay, biochemical; higher % means a stronger effect; in the data active = a potency from the dose series
West Nile virus CPE = West Nile virus antiviral activity, cell-based, CPE readout (AID 1621). hit rate 0.02% among 290,000. West Nile virus-infected cells, CPE inhibition; higher % means a stronger effect. CPE inhibition, % at 10 µM; hits with a dose series show IC50 in µM; in the data active = a potency from the dose series; also: strong numbers were not always called active
Starred values were filed as active, the others as inactive; i = inactive; · = no result given; & = joins results of further samples; [ ] = another dose, or the depositor's remark. Rule as the data show it, unless noted: active = inhibition above about 50%; inactive = the rest.

cpd	SMILES	Yfh1-depleted yeast	AID2073	NOD1 NF-kB reporter	NS5 inhibitors	HEK293 NOD2/NF-kB	West Nile virus CPE	KOR beta-arrestin-2	KOR beta-arrestin-1	HIV peptide binding
1	COC(=O)c1sccc1NC(=O)COc1ccc(F)cc1Cl	i	14%	-36%	-7%	-33%	-0.3%	-11%	-99%[20 µM]	1.5%
2	CCOC(=O)N1CCN(Cc2c(O)ccc3ccccc23)CC1	i	30%	-4%	-24%	6%	-0.4%	1.4%	4%	0.8%
3	CS(=O)(=O)N(CC(=O)NC1CC2CCC1C2)c1ccc(Oc2ccccc2)cc1 (configuration not stated)	i	-11%	-68%	·	-19%	-1.8%	·	-40%[20 µM]	-2.0%
4	Fc1ccccc1NC(=S)N1CCC(c2ccccc2)C1 (configuration not stated)	i	-5%	-36%	-1%	-45%	-0.6%	0.1%	21%	-1.8%
5	Cc1ccc(C(NC(=O)c2ccccc2)C(Cl)(Cl)Cl)cc1 (configuration not stated)	i	-9%	6%	-1%	12%	-1.2%	-0.4%	13%	-1.1%
6	CCC(=O)N1CCN(c2ccc(NC(=O)c3ccc(-c4ccccc4)cc3)cc2)CC1	·	16%	-32%	·	4%	·	-6.4%	-4%	-0.6%
7	N#C/C(=C(/O)c1cccs1)c1nc2ccccc2[nH]1	i	21%	-11%	-2%	-47%	-0.4%	7.1%	·	-2.1%
8	CCn1ccnc1CN(C)Cc1cn(-c2ccccc2)nc1-c1ccc(OC)cc1F	i	0%	-13%	-8%	0%	-1.4%	·	-11%[20 µM]	-1.6%
9	CSCCC(C)N1CCC(Oc2ccc(C(=O)N3CCCC3)cc2)CC1 (configuration not stated)	·	11%	2%	-1%	-21%	-0.8%	-1.9%	4%	-1.9%
10	N[C@@]12CCc3nonc3[C@]1(O)CC(c1ccccc1)=[N+]2[O-]	i	4%	-17%	-1%	8%	0.1%	3.5%	-17%	-2.1%
11	CC1(c2ccc(OC(F)F)cc2)NC(=O)N(CC(=O)Nc2ccc(Cl)cc2F)C1=O (configuration not stated)	·	-6%	-48%	-1%	-20%	-1.2%	-4.0%	-3%	0.8%
12	c1ccc(OCc2nnc(-c3ccccc3)o2)cc1	i	-4%	-61%	-8%	-46%	0.6%	-1.6%	-17%	1.0%
13	CCOc1ccc(-n2c(C)cc(C(=O)CCl)c2C)cc1	i	-3%	6%	-7%	-17%	-0.6%	2.5%	-34%	-2.9%
14	Cc1cccc(-n2nc3c(c2NC(=O)CCCl)CSC3)c1	·	16%	-8%	6%	-2%	-0.8%	-2.1%	-6%	1.8%
15	O=C(O)c1cccc(Nc2nc(-c3ccc([N+](=O)[O-])cc3)nc3ccccc23)c1	·	17%	13%	0%	41%	0.1%	-2.4%	-42%	28%

Exported with values under each structure: 2 of the compounds above.
Values run as follows: Yfh1-depleted yeast, AID2073, NOD1 NF-kB reporter, NS5 inhibitors, HEK293 NOD2/NF-kB, West Nile virus CPE, KOR beta-arrestin-2, KOR beta-arrestin-1, HIV peptide binding
2. CCOC(=O)N1CCN(Cc2c(O)ccc3ccccc23)CC1
 : i, 30%, -4%, -24%, 6%, -0.4%, 1.4%, 4%, 0.8%
5. Cc1ccc(C(NC(=O)c2ccccc2)C(Cl)(Cl)Cl)cc1 (configuration not stated)
 : i, -9%, 6%, -1%, 12%, -1.2%, -0.4%, 13%, -1.1%

Next section.
cpd	SMILES	Yfh1-depleted yeast	AID2073	NOD1 NF-kB reporter	NS5 inhibitors	HEK293 NOD2/NF-kB	West Nile virus CPE	KOR beta-arrestin-2	KOR beta-arrestin-1	HIV peptide binding
16	CCOc1ccccc1OCc1nn2c(COc3ccccc3)nnc2s1	i	16%	-22%	6%	-7%	0.3%	0.4%	-18%	4.8%
17	O=C(CC(NC(=O)c1ccccc1Cl)c1ccccc1)NCCc1ccc(Cl)cc1 (configuration not stated)	i	3%	-2%	2%	5%	-1.8%	-1.3%	17%	-0.8%
18	N#CC1CC(c2ccc([N+](=O)[O-])cc2)=NN1c1ccc([N+](=O)[O-])cc1 (configuration not stated)	i	42%	-28%	8%	-31%	0.1%	0.4%	-4%	84%*
19	Cc1cc(C)n(CCC(=O)N2c3ccccc3CC2C)n1 (configuration not stated)	·	8%	-1%	-5%	-2%	-0.6%	-6.3%	-16%	-2.1%
20	CS(=O)(=O)N(CC(=O)N1CCCCC1)C1CCCCC1	i	1%	9%	-5%	11%	0.8%	-8.5%	25%	7.2%
21	COC(=O)CSc1nnc(-c2ccoc2C)n1-c1ccc(C)cc1	i	1%	-21%	-2%	-2%	0.3%	8.6%	1%	-3.2%
22	Cc1ccc(S(=O)(=O)NNC2=NS(=O)(=O)c3ccccc32)c(C)c1	i	-5%	-28%	9%	-4%	·	5.2%	0%	14%
23	O=C(Nc1nc2ccccc2[nH]1)c1ccc(F)c(S(=O)(=O)N2CCOCC2)c1	i	-2%	-34%	-5%	-10%	-0.4%	-2.3%	27%	2.2%
24	CN1CCN(c2oc(-c3ccc([N+](=O)[O-])cc3)nc2C#N)CC1	i	-1%	6%	-2%	-3%	0.4%	1.2%	·	-1.5%
25	CC(Sc1nncn1C)C(=O)Nc1ccc(Cl)cn1 (configuration not stated)	i	7%	-12%	1%	13%	0.0%	-3.4%	33%	-0.1%
26	CCCCOc1ccc(CNn2c(C)nc3ccccc3c2=O)cc1	i	12%	18%	1%	14%	-0.1%	3.7%	-49%	1.2%
27	COc1ccc(-n2c(O)c(C=NC3CC3)c(=O)[nH]c2=O)cc1	i	-1%	-22%	-4%	-2%	0.3%	-9.8%	0%	1.8%
28	CC(=O)Nc1ccc(C2=NNC(=Nc3cccc(S(=O)(=O)N(C)C)c3)SC2)cc1	i	3.6µM*	-33%	22%	13%	-0.2%	-2.4%	-28%[20 µM]	2.9%
29	C=CCNC(=O)C1=NN(c2c(F)c(F)cc(F)c2F)C(=O)CC1	·	8%	3%	2%	-6%	-0.7%	5.1%	11%	-1.3%
30	CCNc1nc(N)c(C(=O)c2ccc(Cl)s2)s1	i	6%	-21%	-11%	-50%	2.9%	-4.1%	-4%	-1.3%

Full records from above. Order of values: Yfh1-depleted yeast | AID2073 | NOD1 NF-kB reporter | NS5 inhibitors | HEK293 NOD2/NF-kB | West Nile virus CPE | KOR beta-arrestin-2 | KOR beta-arrestin-1 | HIV peptide binding
Shown for CCNc1nc(N)c(C(=O)c2ccc(Cl)s2)s1 = i | 6% | -21% | -11% | -50% | 2.9% | -4.1% | -4% | -1.3%
Shown for CCOc1ccc(-n2c(C)cc(C(=O)CCl)c2C)cc1 = i | -3% | 6% | -7% | -17% | -0.6% | 2.5% | -34% | -2.9%

Other structures follow:
cpd	SMILES	Yfh1-depleted yeast	AID2073	NOD1 NF-kB reporter	NS5 inhibitors	HEK293 NOD2/NF-kB	West Nile virus CPE	KOR beta-arrestin-2	KOR beta-arrestin-1	HIV peptide binding
31	COc1ccc(-c2cc(C(F)F)n3ncc(C(=O)Nc4cc(C)on4)c3n2)cc1	i	-3%	23%	-3%	29%	-0.1%	·	-28%[20 µM]	-0.9%
32	O=C1C2CC=CCC2C(=O)N1Cc1ccccc1Cl (configuration not stated)	i	0%	-3%	-5%	2%	-0.1%	0.4%	-10%	1.3%
33	Cc1noc(C)c1COc1cccc(C(=O)OCCOc2ccc(F)cc2)c1	i	0%	-8%	0%	16%	0.3%	-0.7%	-17%	-2.6%
34	CC(C)(CNC(=O)Cc1ccc(Br)cc1)N1CCOCC1	·	2%	-24%	11%	0%	0.1%	4.9%	3%	0.1%
35	COc1ccc(/C(N)=N/OC(=O)c2ccco2)cc1OC	i	10%	-31%	-1%	-36%	1.0%	-4.6%	11%	3.4%
36	Cc1ccnc(NS(=O)(=O)c2ccc(NC(=O)C3CC=CCC3C(=O)O)cc2)n1 (configuration not stated)	i	-1%	-26%	-10%	19%	0.6%	-6.2%	-44%[20 µM]	-1.6%
37	CC(C)(C)NC(=O)C1CN(S(=O)(=O)c2ccccc2)CCN1S(=O)(=O)c1ccccc1 (configuration not stated)	i	-6%	-35%	-3%	-12%	-0.2%	11%	34%	-0.8%
38	O=C(CSc1nnc(-c2ccco2)n1-c1ccccc1)NCc1ccco1	i	13%	46%	-4%	-30%	-0.1%	2.4%	1%	2.2%
39	CC(CC(=O)N1CCN(C(=O)c2ccccc2)CC1)c1ccccc1 (configuration not stated)	·	40%	-12%	-6%	-14%	-0.5%	-0.9%	-17%	0.6%
40	COc1cc(/C=C2/C(=N)N3N=C(CC(=O)N4CCOCC4)SC3=NC2=O)ccc1OCc1ccccc1F	·	30%	-42%	-15%	-7%	0.3%	-0.1%	2%	3.9%
41	Fc1cnc(N2CCOCC2)nc1NCc1ccccc1	i	2%	-18%	4%	-6%	-0.1%	1.1%	-40%	4.4%
42	CC(C)c1ccc(NC2CCCN(C(=O)c3ccc(Cn4cnnn4)cc3)C2)cc1 (configuration not stated)	·	-2%	-16%	-6%	7%	-0.3%	-3.1%	-14%	1.0%
43	C=CCn1c(SCC(=O)NCC)nc2sc3c(c2c1=O)CCC3	·	1%	41%	2%	14%	-0.9%	-3.2%	1%	1.6%
44	CC(C)C(=O)N1CCN(CCN=CC2=C(O)CC(c3ccco3)CC2=O)CC1 (configuration not stated)	i	3%	24%	5%&5%	-19%	1.1%	-5.9%	-23%	0.6%
45	Cc1ccc(NC(=O)NCCN2C(=O)C3C4C=CC(C4)C3C2=O)cc1 (configuration not stated)	i	7%	-10%	-7%	-44%	0.4%	2.7%	-13%	0.3%
46	COC(=O)c1ccccc1NC(=O)N1CCN(Cc2ccco2)CC1	i	7%	-4%	·	12%	-0.2%	-2.3%	17%	0.6%
47	Cc1cc(O)c(C(C[N+](=O)[O-])c2ccc(Cl)cc2)c(=O)o1 (configuration not stated)	i	-16%	-9%	-5%	5%	0.3%	50%	-42%	4.1%
48	O=C(CN1C(=O)CCS(=O)(=O)c2ccccc21)Nc1ccc2c(c1)OCCO2	i	6%	-6%	4%	8%	0.0%	-5.1%	-10%	-0.6%
49	CCOC(=O)c1sc(NC(=O)c2cc3ccccc3o2)nc1C	i	9%	-36%	-11%	-71%	0.2%	-0.1%	-8%	3.7%
50	Cc1ccc(N2C=Nc3ccc(C)c4nc(C)cc2c34)cc1	i	26%	-29%	14%	-2%	-0.4%	4.3%	26%	-0.7%
51	CCOC(=O)CN1C(=O)N(CC)C(C)=C(C(=O)OC)[C@@H]1c1ccccc1	i	1%	-6%	-6%	11%	-0.3%	-3.6%	25%	-1.3%
52	CCOc1ccccc1CN1C(=O)NC(C)(c2ccccc2)C1=O (configuration not stated)	i	-3%	20%	-2%	4%	-0.4%	-5.7%	5%	-1.9%
53	Cc1ccc(CNC(=O)CCS(=O)(=O)c2cc3c(cc2C)NC(=O)CO3)cc1	·	-2%	-18%	-6%	8%	-0.4%	-4.8%	17%[20 µM]	-1.1%
54	COc1ccccc1CNc1cc(C)ccn1	·	-5%	-28%	0%	13%	-0.7%	2.1%	4%[20 µM]	-0.9%
55	COc1cccc(-c2cc(C(=O)Nn3cnnc3)c3ccccc3n2)c1	i	17%	-14%	-1%	7%	1.4%	0.0%	6%	1.0%
56	Cc1nc(N)nc(Nc2ccc(C#N)cc2)c1Br	i	1%	-10%	-3%	-30%	-0.9%	3.4%	13%	0.1%
57	NC(=O)c1cc(S(=O)(=O)NCCc2ccccc2)cs1	·	6%	-8%	1%	10%	-0.2%	9.8%	-38%	2.4%
58	N#CC1=C2SCN(Cc3ccco3)CN2C(=O)CC1c1cccc2ccccc12 (configuration not stated)	i	89%	1%	5%	10%	0.6%	-9.5%	-32%	0.3%

A portion of the library, so the mix of outcomes need not match the whole.
